TrxR1 substrate: is turned over as a substrate by rat TrxR1; O89049; purified TrxR1 substrate turnover, NADPH consumption readout; Potency, µM (titrated, usually from 114 µM), without a hit: at the top dose activity change, negative = substrate turnover; 390,000 compounds, 0.01% hits; AID 588456; further: potency means the concentration at half of the fitted maximal effect; on the % scale 0 is the no-effect control and ±100 the full control effect; nearly all actives have a fitted effect of over 50% in size
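Rat TrxR1, dispensed at 90 nM, was prereduced with 400 uM NADPH (final) for 5 min at ~22 deg C, then incubated with compound 15 min before 400 uM selenite. A first-read NADPH fluorescence drop versus no-compound background flagged substrates.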
IDH1 R132H inh: inhibitors of human mutant IDH1 R132H; AID 602179; IDH1-R132H enzyme, NADPH consumption, diaphorase/resazurin fluorescence; O75874; Potency, µM (series often up to 76.6 µM), for the others: at the highest dose activity change, negative = inhibition, actives largely listed as inhibitors; 390,000 compounds, 0.093% hits; further: potency means the concentration at half of the fitted maximal effect; on the % scale 0 is the no-effect control and ±100 the full control effect; nearly all actives have a fitted effect of over 65% in size
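IDH1-R132H (0.5 ug/mL dispensed) in pH 7.5 Tris buffer was preincubated 30 min with compound, then given a substrate mix of 0.016 mM NADPH and 2 mM alpha-KG for 80 min at room temperature; remaining NADPH was read by diaphorase/resazurin fluorescence.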
PI4K2A inh: inhibitors of human PI4K2A. purified PI4K2A, ADP-Glo luminescence, 1 h; stronger effect = lower value. activity change, negative = inhibition, % at 76.9 µM. 420,000 compounds, 0.13% hits. Q9BTU6; in the data active means activity change below about -50%; inconclusive means mostly about -30% to -49%;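 further: -100% = wells without enzyme as full effect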
Target sequence (Q9BTU6 whole entry, looked up): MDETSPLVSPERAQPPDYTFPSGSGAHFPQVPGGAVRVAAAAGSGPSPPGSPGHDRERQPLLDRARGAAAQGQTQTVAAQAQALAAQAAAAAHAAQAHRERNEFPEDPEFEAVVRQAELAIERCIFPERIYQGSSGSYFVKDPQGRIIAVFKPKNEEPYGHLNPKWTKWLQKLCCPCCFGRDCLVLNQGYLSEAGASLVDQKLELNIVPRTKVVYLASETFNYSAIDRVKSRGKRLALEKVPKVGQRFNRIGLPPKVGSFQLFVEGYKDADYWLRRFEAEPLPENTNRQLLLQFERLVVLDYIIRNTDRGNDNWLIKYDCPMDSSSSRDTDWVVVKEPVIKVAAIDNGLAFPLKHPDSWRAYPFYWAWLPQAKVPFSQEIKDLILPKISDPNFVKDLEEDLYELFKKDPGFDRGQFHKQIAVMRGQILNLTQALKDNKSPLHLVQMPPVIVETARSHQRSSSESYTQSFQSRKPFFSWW
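PI4K2A activity was measured by ADP-Glo luminescence: enzyme (4 ug/mL stock) and phosphatidylinositol (1.2 mM stock) in Tris pH 7.5/MgCl2/EGTA/Triton X-100 buffer were reacted with ATP (300 microM stock) for one hour at ambient temperature.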
TRHR agonist: agonists of human TRH receptor | P34981 | 360,000 compounds, 0.18% hits | activation, % at 2 µM | TRHR cells, calcium flux fluo-8, FDSS agonist mode; in the data active means activation above about 30%; further: 0% is about no effect
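Read-out: compound-evoked intracellular calcium rise in TRHR cells, fluo-8 dye, kinetic FDSS fluorescence at 1 s/cycle following a 10-cycle baseline. Cells cultured overnight before dye loading (30 min–1.5 h, RT).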
USP1 inh: blocks the human USP1/UAF1 deubiquitinase complex; O94782; recombinant USP1/UAF1, Ub-Rhodamine cleavage fluorescence; Potency, µM (top dose mostly 57.1 µM), inactives show at the highest dose activity change, negative = inhibition, usual class: inhibitors; 390,000 compounds, 0.23% hits; AID 743255; further: potency means the concentration at half of the fitted maximal effect; on the % scale 0 is the no-effect control and ±100 the full control effect; nearly all actives have a fitted effect of over 60% in size; inactives centre near -12
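In this screen, compounds sit with the deubiquitinase complex (1nM) for 15 min at room temperature before Ub-Rho is added at 150nM final. Fluorescence rise is then followed for 6 reads every 60 seconds.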
TrxR1 inh: blocks rat thioredoxin reductase 1 | O89049 | recombinant rTrxR1, NADPH fluorescence consumption, selenite substrate | Potency, µM (top dose mostly 114 µM), inactives show top-dose activity change, negative = inhibition, usual class: inhibitors | 390,000 compounds, 1% hits | AID 588453; further: potency means the concentration at half of the fitted maximal effect; on the % scale 0 is the no-effect control and ±100 the full control effect; nearly all actives have a fitted effect of over 65% in size
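Rat TrxR1 (90 nM in the dispensed reagent) was pre-reduced with 400 uM NADPH for 5 min at room temperature, then incubated with compound for 15 min. After 400 uM selenite was added, NADPH fluorescence (Ex 340/Em 450 nm) was followed for 8 min.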
D2 antagonist: antagonizes the human D2 dopamine receptor; HEK293 TREx D2 cells, calcium flux, dopamine EC80; 340,000 compounds, 2% hits; inhibition, % at 10 µM; P14416; in the data active means inhibition above about 30%; further: 0% is about no effect
Target sequence (P14416 whole entry, looked up): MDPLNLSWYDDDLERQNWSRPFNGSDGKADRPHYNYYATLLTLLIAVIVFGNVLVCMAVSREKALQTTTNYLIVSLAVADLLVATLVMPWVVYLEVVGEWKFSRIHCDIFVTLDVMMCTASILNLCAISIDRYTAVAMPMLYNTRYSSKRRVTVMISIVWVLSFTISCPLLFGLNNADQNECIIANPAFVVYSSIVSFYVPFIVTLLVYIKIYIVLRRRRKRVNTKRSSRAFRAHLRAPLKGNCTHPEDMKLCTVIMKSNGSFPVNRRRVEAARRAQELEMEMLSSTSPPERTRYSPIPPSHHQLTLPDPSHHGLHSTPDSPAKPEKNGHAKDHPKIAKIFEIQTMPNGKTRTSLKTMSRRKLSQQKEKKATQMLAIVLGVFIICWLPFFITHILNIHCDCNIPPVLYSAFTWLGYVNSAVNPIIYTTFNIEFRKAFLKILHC
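Measurement of antagonist activity uses fluorescent calcium dye in inducible HEK293 T-REx D2 cells: 10 s baseline, compound addition with 180 s read, EC80 dopamine addition with a further 180 s read.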
D2 agonist: agonists of human D2 dopamine receptor. 340,000 compounds, 0.53% hits. HEK293 T-REx D2 cells, calcium flux agonist mode. activation, % at 2 µM;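 active means activation over 3 SD above normal in the single-dose calcium agonist read, cut at about 30% in these data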; further: 0% is about no effect
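In this primary screen, compounds producing a positive calcium signal within 180 s of addition to tetracycline-induced, force-coupled HEK293 Trex D2 cells are flagged; cells are dye-loaded with a no-wash calcium kit beforehand.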
TRHR enhancer: allosteric enhancers of human TRH receptor | P34981 | enhancement, % at 2 µM | 360,000 compounds, 0.66% hits | TRHR cells, fluo-8 calcium fluorescence, EC20 TRH enhancement; in the data active means enhancement above about 30%; further: 0% is about no effect
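Enhancer read-out: after compound pinning and an initial kinetic agonist-mode read, an EC20 of TRH (10 nM final) was injected and fluo-8 calcium signal (Ex 480/Em 530) followed at 1 s/cycle for 100 cycles in TRHR-expressing cells.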
The depositor's hits bear a star; ? = inconclusive; . = no result given; & = joins results of further samples; [ ] = another dose, or the depositor's remark. Unless noted, the call rests on the fitted dose curve; in most records, active means well fitted inhibition curve with a large enough effect; inconclusive means small, poorly fitted or top-dose-only effect; inactive means no such curve, though single readings can be large or run the other way.

#	SMILES	D2 agonist	TRHR agonist	TRHR enhancer	TrxR1 inh	IDH1 R132H inh
1	Cc1cc(C(=O)Nc2ccon2)cs1	0.2	0.5	-1	15%	7%
2	CC(C)c1onc(C(=O)Nc2ccc3c(c2)OCO3)c1[N+](=O)[O-]	-2.6	0.1	-3	-5%	-5%
3	O=C(O)CCC(=O)Nc1ccc(S(=O)(=O)N2CCCC2)cc1	8.4	0.3	1	-7%	3%
4	CS(=O)(=O)N1CCC(NC(=O)Nc2ccc(OC(F)(F)F)cc2)CC1	-1.1	0.4	-2	5%	-1%
5	N=c1sccn1CC(=O)Nc1cc(Cl)ccc1[N+](=O)[O-]	-0.2	0.0	1	-15%[57.1 µM]	1%
6	OCCNCc1cccc2ccccc12	-1.2	0.3	-2	13%[57.1 µM]	-1%
7	O=C(COC(=O)CNC(=O)c1ccccc1F)Nc1ccc2c(c1)OCO2	-1.3	-0.3	-8	-6%	-1%
8	CCOc1ccc(NC(=S)NS(=O)(=O)c2cc(Br)ccc2OCC)cc1	.	.	.	?	2%

#	USP1 inh	D2 antagonist	PI4K2A inh	TrxR1 substrate
1	-9%	8	6	-6%
2	-17%	28	-6	-5%
3	-18%	5	18	-7%
4	-12%	0	5	-8%
5	-15%	8	0	-5%[57.1 µM]
6	-13%	1	2	9%[57.1 µM]
7	-17%	24	-3	-9%
8	-18%	.	1	0%

The list goes on.
#	SMILES	D2 agonist	TRHR agonist	TRHR enhancer	TrxR1 inh	IDH1 R132H inh
9	CN1CCN(C(=O)c2cccc(S(=O)(=O)N3CCCCC3)c2)CC1	0.8	0.4	-2	-16%	1%
10	COc1ccccc1CNC(=O)C1CCN(S(=O)(=O)c2ccc3c(ccn3C)c2)CC1	1.9	0.1	-6	2%[57.1 µM]	0%
11	Nc1cc(C(F)(F)F)ccc1OCC1CCCO1 (centres undefined)	-1.5	-0.3	-25	24%	-4%
12	CC1CN=C(NC2CCCCC2C)S1 (centres undefined)	.	0.7	-1	22%[57.1 µM]	5%
13	CC1CCCCN1CCCNC(=O)CN1C(=O)c2cccnc2Oc2ccccc21 (centres undefined)	0.4&1.1	0.5&-1.2	-3&19	3%&5%	0%&0%
14	NC(=O)CN1C(=O)C2(SCC(=O)N2c2cccc(F)c2)c2ccccc21 (centres undefined)	0.7	1.4	10	10%	5%
15	COC(=O)c1cc(Cl)c(NC(=O)Cc2ccccc2)cc1OC	-0.7	-0.6	-9	3%[57.1 µM]	1%
16	O=C(COC(=O)c1ccc(S(=O)(=O)NCc2ccco2)cc1)NC1CCCCC1	-0.3	0.0	1	-19%	-4%

#	USP1 inh	D2 antagonist	PI4K2A inh	TrxR1 substrate
9	-4%	8	2	0%
10	-24%	.	-5	0%[57.1 µM]
11	-8%	12	2	0%
12	-11%	.	-1	10%[57.1 µM]
13	-8%&-10%	5	-4&1	-3%&3%
14	-20%	.	1	5%
15	-18%	6	1	-6%
16	-2%	-5	-2	7%

Further structures:
#	SMILES	D2 agonist	TRHR agonist	TRHR enhancer	TrxR1 inh	IDH1 R132H inh
17	O=C(C1COc2ccccc2O1)N1CCN(c2ccccc2Cl)CC1 (centres undefined)	2.0	0.5	17	15%[57.1 µM]	7%
18	COc1ccccc1CNC(=O)c1ccc(Nc2nc3ccccc3n3nnnc23)cc1	0.7	1.6	-3	53%[activator]	-12%
19	COc1ccc(Nc2ncc(F)c(N3CCOCC3)n2)cc1	.	-0.6	1	9%	0%
20	CSCCC1NC(=S)N(Cc2ccccc2)C1=O (centres undefined)	-0.9	0.0	0	2%	21%
21	COc1ccc(S(=O)(=O)N2CCCOC2CNC(=O)C(=O)NCc2ccccc2F)cc1C (centres undefined)	-0.7	-0.3	-4	-1%	2%
22	Cc1ccc(C(=O)N2CCN(c3ccc(NC(=O)c4cccnc4Cl)cc3)CC2)cc1	0.2	-0.5	-7	1%	0%
23	COc1ccc(CN(C(=O)c2ccc(-c3ccccc3)[nH]2)C(C(=O)NCC2CCCO2)c2ccc(C)o2)cc1 (centres undefined)	-0.2	0.4	1	9%	2%
24	COc1ccc(S(=O)(=O)N2CCOCC2)cc1NC(=O)CN1C(=O)CN(C)C1=O	.	.	.	15%	-1%

#	USP1 inh	D2 antagonist	PI4K2A inh	TrxR1 substrate
17	-15%	7	10	2%[57.1 µM]
18	?	.	0	167%[activator]
19	1%	.	0	-1%
20	-19%	-24	-4	-4%
21	-9%	16	-2	-1%
22	-12%	16	0	-6%
23	-6%	1	1	4%
24	-22%	.	2	5%

Following part.
#	SMILES	D2 agonist	TRHR agonist	TRHR enhancer	TrxR1 inh	IDH1 R132H inh
25	O=S(=O)(c1cccc(-c2nnco2)c1)N1CCOCC1	1.8	0.3	2	33%[57.1 µM]	5%
26	CC12CCC(C)(c3nc4ccccc4nc31)C2(C)C	.	0.2	11	19%[57.1 µM]	2%
27	CC1CN(CCCCOc2cccc(Oc3ccccc3)c2)CC(C)O1 (centres undefined)	0.0	-0.5	-1	13%[57.1 µM]	12%
28	COCC(=O)Nc1ccc(S(=O)(=O)NCCc2ccccc2)cc1	-0.8	0.5	6	-2%	7%
29	CCCCOc1cccc(C2C(C(=O)c3cccs3)=C(O)C(=O)N2Cc2cccnc2)c1 (centres undefined)	0.7	0.6	9	-4%	1%
30	COc1ccc2[nH]c(C(=O)NCc3ccc4c(c3)OCO4)cc2c1	.	-1.3	-1	3%[57.1 µM]	2%
31	COc1ccc(S(=O)(=O)N(C)CC(=O)N2CCCCC2)cc1Cl	0.1	0.0	3	0%	12%
32	COc1ccc(OC)c(S(=O)(=O)NCC(c2cccs2)S(=O)(=O)c2ccc(F)cc2)c1 (centres undefined)	-1.5	-0.3	2	3.2µM*	9%

#	USP1 inh	D2 antagonist	PI4K2A inh	TrxR1 substrate
25	-17%	-2	5	1%[57.1 µM]
26	-6%	.	0	6%
27	-11%	1	-5	6%[57.1 µM]
28	-13%	12	-5	-4%
29	-16%	-11	-8	-5%
30	8%	.	-2	57%[activator][57.1 µM]
31	-14%	-28	0	2%
32	-12%	.	7	2%[57.1 µM]

Three entries picked at random from the list so far, as already listed:
#	SMILES	D2 agonist	TRHR agonist	TRHR enhancer	TrxR1 inh	IDH1 R132H inh
21	COc1ccc(S(=O)(=O)N2CCCOC2CNC(=O)C(=O)NCc2ccccc2F)cc1C (centres undefined)	-0.7	-0.3	-4	-1%	2%
17	O=C(C1COc2ccccc2O1)N1CCN(c2ccccc2Cl)CC1 (centres undefined)	2.0	0.5	17	15%[57.1 µM]	7%
22	Cc1ccc(C(=O)N2CCN(c3ccc(NC(=O)c4cccnc4Cl)cc3)CC2)cc1	0.2	-0.5	-7	1%	0%

#	USP1 inh	D2 antagonist	PI4K2A inh	TrxR1 substrate
21	-9%	16	-2	-1%
17	-15%	7	10	2%[57.1 µM]
22	-12%	16	0	-6%

Carrying on:
#	SMILES	D2 agonist	TRHR agonist	TRHR enhancer	TrxR1 inh	IDH1 R132H inh
33	COc1ccc(NC2c3ncccc3C(=O)N2Cc2ccccc2)c(OC)c1 (centres undefined)	0.4	0.3	-3	15%	-8%
34	CCC(=O)Nc1cc(C)c(NC(=O)c2ccccc2OC)cn1	-0.7	0.2	2	4%	6%
35	O=C(NCc1cccnc1)C(=O)NCC(c1ccco1)N1CCN(c2ccccc2)CC1 (centres undefined)	32*	-0.5	7	-3%	8%
36	COc1ccc(CCN2CCCn3c2nc2c3c(=O)n(CC(C)C)c(=O)n2C)cc1OC	-3.7	-1.5	6	9%	5%
37	Cc1cc(NC(=O)CSc2nnc(-c3cccnc3)n2Cc2ccccc2)no1	-0.2	-1.2	1	9%[57.1 µM]	0%
38	O=C(CSC1=Nc2ccccc2C2=NC(CC(=O)NCc3ccco3)C(=O)N12)NCc1ccco1 (centres undefined)	-0.1	0.5	2	-34%	3%
39	O=C(COC(=O)c1cnccn1)Nc1ccc(Cl)cc1	0.3	-0.4	-2	18%	2%
40	COc1cc(/C=N/Nc2nc3ccccc3s2)cc([N+](=O)[O-])c1O	1.6	0.3	5	0%	2%

#	USP1 inh	D2 antagonist	PI4K2A inh	TrxR1 substrate
33	3%	17	-10	6%
34	-9%	11	3	3%
35	-15%	19	2	5%
36	3%	17	4	-4%
37	-6%	-31	0	8%[57.1 µM]
38	-21%	-16	2	0%
39	0%	.	0	-1%
40	-25%	1	-5	-8%

Following part:
#	SMILES	D2 agonist	TRHR agonist	TRHR enhancer	TrxR1 inh	IDH1 R132H inh
41	CC(C)OCCOc1ccc2oc(-c3ccco3)cc(=O)c2c1	0.2	-1.0	4	23%[57.1 µM]	5%
42	C/C(=N\NC(=O)C1CC1)c1cccc(NC(=O)c2cccc(Cl)c2)c1	0.8	-0.2	-1	.	.
43	CC(=O)c1cccc(NC(=O)CSc2ccc(-c3cccnc3)nn2)c1	.	.	.	3%[57.1 µM]	6%
44	O=C(Nc1nnc(SCc2ccccc2)s1)c1cccc([N+](=O)[O-])c1	2.9	1.1	8	4%	23%
45	COc1ccccc1-c1c(C)nn2c(C)c(C(C)=O)cnc12	1.8	-0.1	2	6%	3%
46	COc1ccc(N2C(=O)[C@@H]3[C@H](C2=O)[C@H](C(=O)c2ccc(OC(C)=O)cc2)N2N=CC=C[C@@H]32)cc1	0.6	0.7	-4	.	.
47	O=C(NCc1ccccn1)C1Nc2ccc(C(F)(F)F)cc2C2C=CCC12 (centres undefined)	.	.	.	3%[57.1 µM]	-13%

#	USP1 inh	D2 antagonist	PI4K2A inh	TrxR1 substrate
41	-24%	-13	-1	149%[activator][57.1 µM]
42	.	-1	.	.
43	-19%	.	0	-5%[57.1 µM]
44	0%	4	1	-4%
45	-22%	8	-16	11%[57.1 µM]
46	.	9	.	.
47	-39%	.	-7	-5%
